# Source: PubChem BioAssay (Sanford-Burnham Center for Chemical Genomics)
# CXCR6 inh = CXCR6 receptor inhibitors, primary screen, cell-based, beta-arrestin, luminescence, CHO-K1 PathHunter, 1536-well | 0.36% of 360,000 active | C-X-C chemokine receptor type 6 (Homo sapiens), O00574 | inhibition, % at 20 µM; in the data active = inhibition above about 34%, passing the limit was not always enough;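 note: antagonist mode with CXCL16 agonist at 10 nM final; 0% = 10 nM CXCL16 with DMSO and 100% = unstimulated wells without agonist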
# Jurkat NFkB inh = inhibitors of induced NF-kB luciferase reporter, primary screen, TCR NF-kB activation inhibitor project, cell-based, luminescence, uHTS | 0.53% of 330,000 active | Jurkat, PMA/ionomycin-induced NF-kB luciferase reporter | inhibition, % at 4 µM; in the data active = inhibition above about 50%
# Gli-Sufu block = Gli-Sufu pathway antagonists, primary screen, luciferase luminescence, Sufu-KO-LIGHT cells, uHTS; Sufu-KO-LIGHT fibroblasts, Gli luciferase reporter luminescence; inhibition, % at 5 µM; 0.74% of 340,000 active; AID 588413, 2011;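 active = inhibition above about 55%, limit read from the data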;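 note: 0% = DMSO-treated cells and 100% = wells with medium but no cells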
# CCR6 antag = CCR6 receptor antagonists, primary screen, cell-based, CHO-K1, luminescence, beta-arrestin, uHTS | C-C chemokine receptor type 6 (Homo sapiens), P51684 | CHO-K1 CCR6 PathHunter beta-arrestin, CCL20-stimulated | inhibition, % at 20 µM | 0.49% of 340,000 active;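 active = compounds whose inhibition of the agonist-driven luminescence signal at 20 µM reaches about 50%, limit read from the data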;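 note: cells stimulated with CCL20 at 14 nM final; plate controls were DMSO with CCL20 for no effect and DMSO without agonist for full effect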
# XBP1 UPR activ = activators of adaptive XBP1 UPR arm, primary screen, cell-based, CHO-XBP1 luciferase reporter, luminescence, uHTS; IRE1-XBP1 UPR activation; percent of tunicamycin response, DMSO as zero; activation, % at 20 µM; 0.33% of 330,000 active; AID 463104, 2010;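 active = versus positive control, 20 µM dose yields 30% or more activation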;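 note: 100% = tunicamycin at 10 µg/mL and 0% = DMSO only wells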
#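 Test system: CHO-XBP1 luciferase reporter cells | Buffer or medium: Serum-containing F12 medium, 10% FBS | Schedule: 6 h compound exposure at 37 °C, 5% CO2 | Detection: Steady-Glo luciferase glow luminescence, 10 min after reagent addition | Read-out basis: Activation, % of tunicamycin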
# UPR CHOP act = activators of apoptotic CHOP UPR arm, primary screen, cell-based, CHO-CHOP luciferase reporter, luminescence, uHTS; UPR activation; percent of tunicamycin response over DMSO baseline; activation, % at 10 µM; 0.34% of 330,000 active; AID 449763, 2010;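 active = at 10 µM dose, activation of 40% or more, normalized to positive control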;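 note: 100% = tunicamycin at 10 µg/mL and 0% = DMSO alone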
#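 measured by = luciferase luminescence | assay system = CHO-CHOP cells, stable luciferase reporter of PERK-eIF2a-CHOP signalling | amount = 500 reporter cells seeded per well | timing = 6 h compound exposure at 37 °C after overnight seeding | controls = positive tunicamycin 10 µg/mL, negative DMSO alone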
# EBI2 block = EBI2 receptor antagonists, beta-arrestin recruitment, primary screen, cell-based, luminescence, 7a,25-OHC stimulation, uHTS. 7a,25-OHC stimulated. AID 651636, 2012. inhibition, % at 5 µM. 0.81% of 360,000 active. G-protein coupled receptor 183 (Homo sapiens), P32249; in the data active = inhibition above about 38%;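 note: enzyme fragment complementation signal reports receptor beta-arrestin coupling in cells; 0% = agonist plus DMSO wells and 100% = wells without agonist; some results beyond the cut were filed as inactive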
# 697 NFkB inh = inhibitors of PMA/ionomycin-induced NF-kB reporter, 697 cells, primary screen, B-cell NF-kB inhibitor project, cell-based, luminescence, uHTS. 697 B-cell NF-kB luciferase reporter, 16 h. inhibition, % at 4 µM. 0.33% of 330,000 active. AID 435022, 2010; in the data active = inhibition above about 35%
# Mdm2 MdmX PPI = inhibitors of human Mdm2-MdmX association, primary screen, cell-based, luminescence, split luciferase, SaOS-2, uHTS; Protein Mdm4 (Homo sapiens) + E3 ubiquitin-protein ligase Mdm2 (Homo sapiens), …; SaOS-2 split-luciferase Mdm2/MdmX complementation; inhibition, % at 8 µM; 3% of 330,000 active;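 active = inhibition of at least 50% at 8 µM in the primary screen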
# Target sequence (O15151 whole entry, looked up): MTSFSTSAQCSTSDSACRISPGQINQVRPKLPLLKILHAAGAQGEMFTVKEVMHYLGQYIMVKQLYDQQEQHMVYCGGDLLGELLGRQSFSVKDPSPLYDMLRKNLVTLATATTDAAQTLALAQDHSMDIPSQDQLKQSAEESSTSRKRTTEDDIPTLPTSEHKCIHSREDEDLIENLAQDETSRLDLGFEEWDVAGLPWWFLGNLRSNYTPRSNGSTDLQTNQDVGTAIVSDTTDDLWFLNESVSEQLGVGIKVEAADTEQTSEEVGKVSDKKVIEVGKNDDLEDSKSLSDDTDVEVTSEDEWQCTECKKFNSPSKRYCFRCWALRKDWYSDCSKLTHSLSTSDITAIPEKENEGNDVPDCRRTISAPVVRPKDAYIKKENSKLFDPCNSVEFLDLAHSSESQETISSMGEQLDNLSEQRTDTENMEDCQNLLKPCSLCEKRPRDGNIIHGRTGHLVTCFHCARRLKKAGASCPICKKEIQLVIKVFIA
# Target sequence (Q00987 whole entry, looked up): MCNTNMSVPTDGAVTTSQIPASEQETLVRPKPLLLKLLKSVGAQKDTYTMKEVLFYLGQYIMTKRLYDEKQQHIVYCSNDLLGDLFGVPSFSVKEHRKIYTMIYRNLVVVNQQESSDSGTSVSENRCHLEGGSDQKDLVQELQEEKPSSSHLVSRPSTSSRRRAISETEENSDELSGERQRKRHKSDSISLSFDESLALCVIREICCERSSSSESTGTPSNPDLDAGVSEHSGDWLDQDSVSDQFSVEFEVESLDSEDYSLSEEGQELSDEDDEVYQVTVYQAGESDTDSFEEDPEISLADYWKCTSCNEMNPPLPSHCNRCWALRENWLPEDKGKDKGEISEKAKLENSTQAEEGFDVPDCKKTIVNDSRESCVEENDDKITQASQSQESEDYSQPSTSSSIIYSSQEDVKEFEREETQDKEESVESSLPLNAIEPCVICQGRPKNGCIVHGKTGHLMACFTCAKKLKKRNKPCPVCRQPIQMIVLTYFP
# Starred values were filed as active, the others as inactive; nt = not tested or not shown.
SMILES,CXCR6 inh,Jurkat NFkB inh,Gli-Sufu block,CCR6 antag,XBP1 UPR activ,UPR CHOP act,EBI2 block,697 NFkB inh,Mdm2 MdmX PPI
CCC(=O)Nc1sc2c(c1C(N)=O)CCN(Cc1ccccc1)C2,-2,-27,4,-6,1,0.5,-7,18,23
COc1ccc(S(=O)(=O)N2CCOCC2)cc1NC(=O)c1cc2c(s1)CCCC2,-1,-8,-9,18,-3,-1.3,3,21,28
COc1ccc([C@H]2/C=C\CN(C(=O)C3CCCC3)[C@@H](C)C(=O)N2Cc2ccc(F)cc2)cc1,18,7,11,17,-1,0.3,30,4,-1
CC1CN(S(=O)(=O)c2ccc(C(=O)N(CCCN(C)C)c3nc4cc5c(cc4s3)OCCO5)cc2)CC(C)O1 (configuration not stated),12,-52,15,9,-3,1.3,-12,-17,-13
Cc1ccc(S(=O)(=O)Nc2ccccc2C(O)c2ccccc2)cc1 (configuration not stated),-2,18,-9,-1,-2,0.2,-15,0,-14
CCn1c(N)c(C(=O)N2CCOCC2)sc1=S,11,4,2,-14,2,1.1,-4,4,20
CCN(CC)C(=O)[C@H]1C[C@H](CC(=O)NCc2ccco2)C(=O)N2CCc3c([nH]c4cc(-c5ccco5)ccc34)[C@]12C,-6,nt,26,12,-1,2.5,0,-8,22
O=c1c(Cc2c(F)cccc2Cl)c(O)ccn1C1CCCCCC1,21,0,-4,0,-1,2.3,14,14,7
Nc1nonc1-n1nnc(C(=O)N/N=C/c2ccc(OCc3ccccc3)cc2)c1COc1ccc(F)cc1,-6,-36,-4,0,17,1.1,11,17,61*
CC(=O)Oc1ccc(C2=Cc3ccc(OC(C)=O)cc3OC2C)cc1 (configuration not stated),14,nt,30,9,nt,nt,20,nt,nt
O=S(=O)(c1cccs1)N1CCC(CO)(Cc2cccc(F)c2)CC1,-4,-14,6,2,5,-1.1,0,2,8
C[C@]12CCC(=O)C=C1CC[C@@H]1[C@@H]2[C@@H](O)C[C@]2(C=O)[C@@H](C(=O)CO)CC[C@@H]12,2,4,2,-1,-5,-2.6,2,1,-19
Cc1ccc(C(=O)NC2CCS(=O)(=O)C2)cc1S(=O)(=O)N1CCCC1 (configuration not stated),-3,17,0,-4,-4,0.3,-1,-4,-3
O=c1c2sccc2nc(SCc2cc(=O)n3cc(Cl)ccc3n2)n1-c1ccc(F)cc1,13,-4,-1,10,5,1.7,3,-10,7
Cc1ncc(CO)c(/C=N/Nc2ccc(C(F)(F)F)cn2)c1O,48*,23,40,69*,-4,-1.2,11,21,75*
COC(=O)Nc1nn(-c2ccc(OC)cc2)c(=O)c(C#N)c1C,-2,7,2,-7,1,0.9,0,16,7
CCOC(=O)c1c(NC(=O)CN2C(=O)NC(C)(c3ccc(OC(F)F)cc3)C2=O)sc(C)c1C (configuration not stated),-16,-12,4,-4,1,-0.9,6,13,27
CN(C(=O)Cc1c[nH]c2ccccc12)C(C(=O)Nc1ccc2c(c1)OCO2)c1ccccc1 (configuration not stated),-3,13,9,13,-3,2.3,10,15,42
Cc1nc2ccccc2c2oc(C(=O)NCC3CCCO3)cc12 (configuration not stated),-3,6,9,-9,0,-1.4,-5,13,-17
Cc1ccc2[nH]c(=O)c(CN(Cc3cccnc3)C(=O)c3ccncc3)cc2c1,4,18,-3,13,-5,-0.7,-9,-1,7
Cc1cc(N/N=C/c2ccccc2)nc(N)n1,4,-30,-9,6,3,5.0,-6,-3,-1
O=[N+]([O-])c1ccc(OCCO)nc1,-11,4,1,8,-4,0.3,2,8,-12
CN1CCN(CCC(=O)Nc2ccc(C3CCCC3)cc2)CC1,-2,3,11,14,1,2.5,-10,-3,19
O=C(CCc1nc(-c2ccccc2)no1)Nc1cc(C(F)(F)F)ccc1Cl,4,-12,12,17,-1,7.1,17,3,0
O=C(CNC(=O)c1ccccc1)Oc1ccc([N+](=O)[O-])cc1,6,0,27,18,-5,2.0,-4,4,-9

# Looked up above.
# `O=[N+]([O-])c1ccc(OCCO)nc1` – Jurkat NFkB inh: 4
# `COC(=O)Nc1nn(-c2ccc(OC)cc2)c(=O)c(C#N)c1C` – XBP1 UPR activ: 1

# One compound at a time, from the list above.
# Listed for `CC1CN(S(=O)(=O)c2ccc(C(=O)N(CCCN(C)C)c3nc4cc5c(cc4s3)OCCO5)cc2)CC(C)O1` (configuration not stated) → CXCR6 inh: 12; Jurkat NFkB inh: -52; Gli-Sufu block: 15; CCR6 antag: 9; XBP1 UPR activ: -3; UPR CHOP act: 1.3; EBI2 block: -12; 697 NFkB inh: -17; Mdm2 MdmX PPI: -13
# Listed for `COc1ccc(S(=O)(=O)N2CCOCC2)cc1NC(=O)c1cc2c(s1)CCCC2` → CXCR6 inh: -1; Jurkat NFkB inh: -8; Gli-Sufu block: -9; CCR6 antag: 18; XBP1 UPR activ: -3; UPR CHOP act: -1.3; EBI2 block: 3; 697 NFkB inh: 21; Mdm2 MdmX PPI: 28

# Further structures.
SMILES,CXCR6 inh,Jurkat NFkB inh,Gli-Sufu block,CCR6 antag,XBP1 UPR activ,UPR CHOP act,EBI2 block,697 NFkB inh,Mdm2 MdmX PPI
Cc1ccccc1NC(=O)CN1C(=O)NC2(CCCCCCC2)C1=O,6,10,-8,15,1,-0.9,-16,-11,-7
CCOC(=O)C1CCCN(C(=O)c2cc(-c3ccc(C)cc3)on2)C1 (configuration not stated),1,-18,-46,13,-5,-1.4,7,-67,30
O=C(Cc1cccs1)N[C@@H]1c2ccccc2CC[C@@H]1OCc1ccccc1,-3,nt,3,26,5,1.8,4,-1,50
CC1(C)CC(=O)CC2(C1)NCC(c1ccccc1)c1c2[nH]c2ccccc12 (configuration not stated),7,4,5,22,1,0.8,9,8,0
O=C1/C(=C/c2ccccc2)N=C(N2CCOCC2)N1c1cccc(Cl)c1,3,-4,10,14,1,1.8,8,-5,-5
O=C(NCC(c1ccco1)N1CCCC1)c1cc2ccccc2s1 (configuration not stated),4,-16,9,2,-2,1.0,3,-5,-33
CCOC(=O)C1CCCN(Cc2cc(=O)oc3cc(C)c(C(C)C)cc23)C1 (configuration not stated),4,-15,13,21,-5,-2.1,10,-13,29
CCOC(=O)NC(=S)Nc1ccc(OC)cc1,3,-10,-20,0,5,2.9,9,12,-2
[O-]C(=C(C(=S)Nc1cccc2ccccc12)[n+]1ccccc1)c1ccc2c(c1)OCCO2,2,nt,-28,1,nt,nt,-8,nt,nt
CN=c1scc(-c2ccccc2F)n1/N=C(\C)c1cccnc1,-2,-100,-60,-1,3,2.8,9,-195,-136
CCN1CCN(CCCNC(=O)C2CCN(c3nnc(-n4cccc4)s3)CC2)CC1,-4,-13,-2,3,-1,-0.6,3,-43,-9
CCOC(=O)c1ccc(NC(=O)CCNS(=O)(=O)c2cccs2)cc1,-2,-9,-17,-10,-2,0.4,-8,13,-14
CC[C@H]1OC(=O)[C@H](C)[C@@H](O[C@H]2C[C@@](C)(OC)[C@@H](O)[C@H](C)O2)[C@H](C)[C@@H](O[C@@H]2O[C@H](C)C[C@H](N(C)C)[C@H]2O)[C@](C)(O)C[C@@H](C)[C@@H]2N[C@@H](COCCOC)O[C@H]([C@H]2C)[C@]1(C)O,-2,-25,19,-10,-5,3.0,0,-1,-11
Cc1nc(N2CCN(c3ccccn3)CC2)c2c(C)c(C(=O)Nc3ccc(F)cc3Cl)sc2n1,0,2,24,-5,-1,2.2,20,-9,29
CCOc1ccc2[nH]c(=O)c(CN(Cc3cccs3)C(CC)c3nnnn3C(C)(C)CC)cc2c1 (configuration not stated),4,nt,3,-3,nt,nt,-19,nt,nt
Cc1nc2cc(S(=O)(=O)N3CCC(C(=O)O)CC3)ccc2n1C1CCCC1,-10,-4,9,-7,4,-1.3,0,9,20
Cc1ccc(NC(=O)C2CCCC2)cc1S(=O)(=O)N1CCOCC1,4,4,-17,10,1,0.6,1,1,-1
O=C(NCCNc1cc(Cl)ccc1[N+](=O)[O-])c1ccco1,2,21,1,13,1,2.7,-4,-82,2
CCOc1cc(/C=N/NC(=O)OC)ccc1OCCSc1ccc(Cl)cc1,-3,-1,7,-10,-2,1.7,-1,0,19
CCC(=O)Nc1ccc(-c2nnc(SCC(=O)NCC3CCCO3)n2C)cc1 (configuration not stated),3,0,-33,-3,-2,-0.3,-5,-8,0
Cc1ccc(C)c(OCC(=O)Nc2ccccc2N2CCCC2)c1,-3,2,12,34,-4,0.9,20,2,1
CN(Cc1ccccc1)Cc1nc2c([nH]1)c(=O)[nH]c(=O)n2C,1,3,5,9,-2,-3.3,-4,5,2
CC1CN(CCCCSc2ccc(Cl)cc2)CC(C)O1 (configuration not stated),1,-7,24,12,0,2.4,16,1,7
CCOC(=O)CN1C(=O)C2Cc3ccccc3CN2C1=S (configuration not stated),-2,2,8,10,-8,-1.1,-7,7,14
CCC(C)NC(=O)Nc1ccc(F)c(Cl)c1 (configuration not stated),0,2,-11,10,3,3.5,-4,-4,5

# Continuation:
SMILES,CXCR6 inh,Jurkat NFkB inh,Gli-Sufu block,CCR6 antag,XBP1 UPR activ,UPR CHOP act,EBI2 block,697 NFkB inh,Mdm2 MdmX PPI
CC1(C)CC(=O)C2=C(C1)N(CCN1CCOCC1)C1=C(C(=O)CC(C)(C)C1)C2c1ccc(Cl)cc1,2,-1,1,14,4,-0.8,-1,10,5
Cc1ccc(S(=O)(=O)N2CCN(C(=O)c3ccccn3)CC2)c(C)c1,-4,-5,10,-2,-6,-1.3,-9,10,19
COc1ccc(-c2c(-c3ccc(OC)c(C)c3O)n[nH]c2C)cc1,12,6,0,-7,-1,-0.1,16,-9,24
COc1ccccc1OCC(=O)NCCSCc1ccccc1Cl,0,-3,0,5,0,-0.8,-11,1,11
Cc1nc(-c2ccc(NC(=O)/C=C\C(=O)O)cc2)cs1,-8,0,-3,12,1,-2.3,-6,-11,36
CC(=O)N1CCN(C(=O)c2cc(-c3cccc4ccccc34)nc3ccccc23)CC1,-4,-8,0,1,-2,-1.3,-15,16,37
c1cc(-c2cc3cc(N4CCOCC4)ccc3o2)cs1,-9,-158,-141,1,-5,-3.4,7,-289,-21
O=C(/C=C/c1ccccc1)N1CCC(N2CCC(C(=O)N3CCOCC3)CC2)CC1,4,-4,7,-7,-1,-0.1,32,-2,12
CC(C)(C)OC(=O)N1CCC[C@H]1c1nnc(SCc2ccccc2Cl)o1,0,-18,2,-2,0,-0.4,12,9,24
Nc1ccc(C(=O)OCC(=O)Nc2ccc([N+](=O)[O-])cc2C(F)(F)F)cc1,-12,-12,4,-6,-1,0.7,-10,19,1
O=C(O)c1ccn2c(C(=O)c3ccc(Cl)cc3)c(-c3ccccc3)cc2c1,-6,-8,-29,8,-2,-0.5,13,20,34
O=C(NC(=S)NCCCN1CCOCC1)c1ccc(Br)cc1,2,-20,-6,15,1,-0.1,-10,4,-25
